MEKK3 PB1 HTS – modulators of MEKK3-MEK5 PB1 binding, primary screen, biochemical, wildtype MEKK3, multiplex bead flow cytometry, Alexa488-MEK5; Mitogen-activated protein kinase kinase kinase 3 (Homo sapiens), Q99759; bead-based flow cytometry, Alexa488-MEK5 binding to MEKK3; actives lie on both sides; 0 = blocked by unlabeled MEK5, 100 = vehicle; binding response (% of control), % at 10 µM; 290,000 tested, 1.4% active;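 active = binding response more than 3 SD above or below the average of its plate-row segment, actives on both sides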;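 also: Alexa488 bead fluorescence after subtracting the streptavidin-only scavenger bead signal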
Target sequence (Q99759 whole entry, looked up): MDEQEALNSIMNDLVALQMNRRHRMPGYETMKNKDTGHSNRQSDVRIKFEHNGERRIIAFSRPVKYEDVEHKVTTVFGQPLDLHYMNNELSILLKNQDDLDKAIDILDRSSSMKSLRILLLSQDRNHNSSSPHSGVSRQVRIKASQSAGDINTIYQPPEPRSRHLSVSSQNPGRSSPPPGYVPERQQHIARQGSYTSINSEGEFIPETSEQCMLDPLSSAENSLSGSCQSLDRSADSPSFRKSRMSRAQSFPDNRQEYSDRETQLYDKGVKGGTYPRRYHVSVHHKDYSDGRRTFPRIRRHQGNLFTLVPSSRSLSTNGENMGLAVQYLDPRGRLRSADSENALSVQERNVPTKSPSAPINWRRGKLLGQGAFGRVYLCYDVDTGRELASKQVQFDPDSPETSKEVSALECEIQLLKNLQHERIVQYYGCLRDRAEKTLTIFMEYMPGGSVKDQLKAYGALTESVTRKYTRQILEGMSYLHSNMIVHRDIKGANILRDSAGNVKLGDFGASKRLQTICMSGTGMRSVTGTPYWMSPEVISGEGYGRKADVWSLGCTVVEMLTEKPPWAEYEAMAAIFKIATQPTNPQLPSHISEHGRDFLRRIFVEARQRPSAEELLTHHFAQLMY
OXTR agonist – human OXTR agonists, primary screen, fluorescence, CHO-OTR cells, Fluo-8 calcium. Fluo-8 calcium fluorescence; normalized: DMSO 0%, oxytocin 100%. 320,000 tested, 0.32% active. Oxytocin receptor (Homo sapiens), P30559. activation, % at 3 µM;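 active = activation above the mean of all tested compounds plus 3 SD, cutoff set per screening run, cut at about 20% in these data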;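 also: peak over basal fluorescence ratio from a 100 s FLIPR kinetic read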
NALP1 inh – NALP1 inflammasome inhibitors in reconstituted yeast, colorimetric, S. cerevisiae, triplicate retest. S. cerevisiae NALP1/ASC/caspase-1 growth, X-gal OD620, 72 h. inhibition, % at 10 µM. 280,000 tested, 0.61% active. AID 2071, 2009; in the data active = inhibition mostly above about 24%, no sharp cut-off; inactive = mostly below about 32%; also: some compounds called inactive have numbers as strong as hits
GPR7 antag – GPR7 receptor antagonists, primary screen, cell-based, fluorescence, single concentration | Neuropeptides B/W receptor type 1 (Homo sapiens), P48145 | inhibition, % at 4.4 µM | 290,000 tested, 1.1% active | GPR7-expressing cells, fluorescence antagonist assay | AID 1861, 2009; in the data active = inhibition above about 16%, passing the limit was not always enough;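 also: cells stimulated with the agonist NPW; 0% = agonist with vehicle and 100% = vehicle without agonist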
MEKK2 mut-MEK5 – MEK5 binding signal on mutant MEKK2 PB1, primary screen, biochemical, multiplex bead flow cytometry, Alexa488-MEK5; Alexa488-MEK5 binding to MEKK2 mutant; percent response, % at 10 µM; 290,000 tested, 0.35% active; in the data active = percent response above about 24%, passing the limit was not always enough; also: inactives centre near 1; some results filed as inactive read as strong as hits; reference of the scale not given here
MEKK2 WT-MEK5 – modulators of MEK5 binding to wildtype MEKK2, primary screen, biochemical, multiplex bead flow cytometry, Alexa488-MEK5 | AID 1531, 2009 | Mitogen-activated protein kinase kinase kinase 2 (Homo sapiens), Q9Y2U5 | Alexa488-MEK5 binding to MEKK2 WT; actives lie on both sides | 290,000 tested, 1.1% active | binding response (% of control), % at 10 µM; in the data active = binding response below about 67% or above about 130%
GalR3 antagonist – GalR3 antagonists in HEK293 cells, primary screen, cell-based, fluorescence readout; inhibition, % at 3 µM; AID 651719, 2012; HEK293 GalR3-CNG cAMP membrane potential fluorescence; galR3 body fused to GalR1 C-terminus; Galanin receptor type 3 (Homo sapiens), O60755; 360,000 tested, 0.44% active;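 active = inhibition above the screen-wide average plus 3 SD, cut at about 13% in these data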;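 also: forskolin and galanin both at EC90 stimulate the cells; cAMP rise reported by CNG channel membrane potential dye signal; 0% = forskolin plus galanin with DMSO and 100% = forskolin alone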
Target sequence (O60755 1-299 limits assumed): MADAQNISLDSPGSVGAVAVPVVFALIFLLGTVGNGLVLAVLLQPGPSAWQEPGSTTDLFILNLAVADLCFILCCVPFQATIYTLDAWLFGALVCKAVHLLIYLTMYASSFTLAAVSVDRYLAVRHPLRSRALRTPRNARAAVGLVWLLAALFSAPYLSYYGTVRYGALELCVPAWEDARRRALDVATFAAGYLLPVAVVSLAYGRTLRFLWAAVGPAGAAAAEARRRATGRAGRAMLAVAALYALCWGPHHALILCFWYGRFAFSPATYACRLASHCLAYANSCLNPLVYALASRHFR
PHOSPHO1 block – PubChem AID 1565. Phosphoethanolamine/phosphocholine phosphatase (Homo sapiens), Q8TCT1. recombinant PHOSPHO1, absorbance phosphatase assay. inhibition, % at 13.3 µM. 290,000 tested, 1.1% active; in the data active = inhibition above about 60%
V1aR counter – agonists of human V1a receptor, primary screen, counter-screen for OXTR agonist project, fluorescence, CHO-V1R cells. Fluo-8 calcium fluorescence, agonist mode; 0% DMSO, 100% 3 nM vasopressin. activation, % at 3 µM. 320,000 tested, 0.25% active;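 active = activation above the mean activation of all tested compounds plus 3 SD, per screening run, cut at about 20% in these data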;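 also: signal is peak over basal fluorescence ratio across a 100 second FLIPR read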
* marks the source's active call; other numbers are inactive results; · = not tested or not shown.

(1) C/C(Cl)=C\C[N+](C)(C)CC(=O)OCCc1ccccc1
(2) C=CCn1c(SCC(C)=O)nnc1-c1cc(-c2ccccc2)sc1N
(3) O=C(O)c1ccc(COc2ccccc2/C=C2\NC(=O)N(Cc3ccc(F)cc3)C2=O)cc1
(4) CN(C)S(=O)(=O)N1CCN(c2ccnc3cc(Cl)ccc23)CC1
(5) COc1ccc(CNC(=O)C(OC(=O)c2cccs2)C(C)C)cc1 (configuration not stated)
(6) C/C=C(/C)C(=O)Nc1cccc(C2=NOC3(C2)C[C@@H](C(N)=O)N(C(=O)/C=C/CC)C3)c1 (some centres not stated)
(7) Cc1cc(C)n(NC(=S)NC2CCCC2)c(=O)c1C#N
(8) Cc1c(Cl)cccc1NC(=S)N1CCN(Cc2ccccc2)CC1
(9) COC(=O)c1ccccc1NS(=O)(=O)c1c(C)noc1C
(10) COc1cccc(NC(=O)CN2CCSc3ccccc32)c1

Assay by compound | 1 | 2 | 3 | 4 | 5 | 6 | 7 | 8 | 9 | 10
MEKK3 PB1 HTS | 105 | 98 | · | 100 | 98 | 93 | 99 | 94 | 101 | 74
OXTR agonist | 1.2 | -0.4 | 2.3 | 5.8 | -0.2 | 0.7 | 0.3 | 1.5 | -0.5 | -0.3
NALP1 inh | -4 | -7 | -27 | 13 | 20 | · | 13 | 18 | 10 | -3
GPR7 antag | -8 | -4 | -12 | 0 | 0 | · | -15 | 2 | -16 | 5
MEKK2 mut-MEK5 | 9 | 3 | · | 2 | -3 | -3 | 0 | -6 | -1 | -24
MEKK2 WT-MEK5 | 110 | 100 | · | 104 | 99 | 95 | 98 | 94 | 97 | 74
GalR3 antagonist | 1 | -3 | -4 | · | -10 | 0 | 1 | -5 | -3 | -4
PHOSPHO1 block | 40 | -2 | 11 | 8 | 36 | 31 | 17 | 40 | 48 | -31
V1aR counter | 0.1 | -0.6 | 1.8 | 5.5 | -0.6 | 0.7 | 0.5 | 0.7 | -1.1 | -0.5

(11) Cc1cc(NC(=O)CCN2CCN(C)CC2)ccc1Br
(12) Cc1ccc(S(=O)(=O)NCC(=O)N2CCCC2C(=O)O)cc1 (configuration not stated)
(13) CCc1nnc(NC(=O)c2ccc(-c3cccc(C(F)(F)F)c3)o2)s1
(14) CCNc1cc(S(=O)(=O)C(F)(F)F)ccc1N
(15) Cc1sc(N/N=C/c2cc([N+](=O)[O-])ccc2O)nc1-c1ccccc1
(16) CCOC(=O)c1sc(NC(=O)c2ccc(CC)s2)nc1C
(17) Cc1ccc(C2C(C#N)=C(N)Oc3nc(-c4ccccc4)[nH]c32)o1 (configuration not stated)
(18) CCN(c1ccc(OC)cc1)S(=O)(=O)c1nnc(NC(=O)c2ccccc2Cl)s1
(19) COc1cccc(C(=O)C2=NN(C(C)=O)CC2c2ccco2)c1 (configuration not stated)
(20) CCOc1cccc(C2C(C(=O)c3cccs3)=C(O)C(=O)N2Cc2cccnc2)c1 (configuration not stated)

Assay by compound | 11 | 12 | 13 | 14 | 15 | 16 | 17 | 18 | 19 | 20
MEKK3 PB1 HTS | 103 | 100 | 97 | 98 | 106 | 101 | 97 | 98 | 98 | 97
OXTR agonist | 4.7 | 0.1 | -0.2 | 7.7 | 0.7 | -0.2 | -0.2 | -0.2 | -1.1 | -0.4
NALP1 inh | 28 | 2 | 25 | 36 | 6 | 10 | -8 | 2 | -2 | -10
GPR7 antag | -3 | 2 | -8 | -9 | -8 | -2 | -4 | -5 | 18 | -9
MEKK2 mut-MEK5 | 6 | 0 | -1 | 0 | -6 | 1 | -3 | 3 | -8 | -8
MEKK2 WT-MEK5 | 111 | 103 | 94 | 96 | 98 | 105 | 95 | 93 | 95 | 93
GalR3 antagonist | -6 | -12 | -3 | 1 | -6 | -4 | 6 | · | -5 | 3
PHOSPHO1 block | 14 | 13 | 4 | -8 | 8 | 7 | 8 | 18 | 2 | 40
V1aR counter | 2.1 | 1.2 | 1.0 | 6.9 | -0.8 | -0.5 | 0.3 | 1.5 | 0.0 | -0.7

(21) Cc1ccc(CN2CCN(/N=C/c3ccc(C(=O)O)cc3)CC2)c(C)c1
(22) CN(Cc1nnc(SCC(=O)NCCc2ccccc2)n1C)S(=O)(=O)c1ccccc1
(23) COc1cc(CSc2nc(-c3ccccc3)cc(=O)[nH]2)cc(OC)c1
(24) CCOc1ccc(NC(=O)CCC(=O)n2nc(C)cc2C)cc1
(25) CC(=O)N1CCn2c3c(c4cc(C)ccc42)CCCC31 (configuration not stated)
(26) COc1nc(-c2ccccc2)ccc1-c1noc(-c2cccs2)n1
(27) O=C1NC(=S)N/C1=C\c1ccc(Oc2ccc(C(F)(F)F)cc2[N+](=O)[O-])c(Cl)c1
(28) Clc1ccc(Cc2noc(CN3CCN(c4ccccc4)CC3)n2)c(Cl)c1
(29) N#Cc1cc2cc3c(cc2nc1N1CCCCC1)OCCO3
(30) COc1ccc(CCC(C)NCc2ccc(F)cc2)cc1 (configuration not stated)

Assay by compound | 21 | 22 | 23 | 24 | 25 | 26 | 27 | 28 | 29 | 30
MEKK3 PB1 HTS | 108 | 90 | 96 | 97 | 91 | 101 | 108 | 91 | 100 | 101
OXTR agonist | -0.9 | 0.1 | -0.4 | 0.5 | -2.3 | -1.5 | 0.6 | -1.5 | -1.4 | 1.8
NALP1 inh | 17 | 24 | 10 | 10 | 30 | · | · | 21 | -5 | 23
GPR7 antag | 13 | -4 | 0 | 5 | 21 | -12 | -9 | -9 | -4 | -1
MEKK2 mut-MEK5 | 10 | -5 | -2 | 4 | -15 | -1 | -4 | -7 | 1 | 1
MEKK2 WT-MEK5 | 112 | 99 | 93 | 98 | 91 | 101 | 103 | 93 | 97 | 105
GalR3 antagonist | -5 | -5 | · | · | -3 | 0 | -6 | -3 | 2 | 0
PHOSPHO1 block | 42 | -7 | 30 | 19 | 46 | · | 25 | -26 | 32 | 39
V1aR counter | -0.6 | 0.7 | 0.5 | 0.8 | -0.4 | -0.7 | 0.2 | -0.5 | 0.2 | 1.8

(31) CCOC(=O)c1csc(-n2nc(C)cc2C(F)(F)F)n1
(32) COC(=O)c1ccc2c(=O)n(CC3CCCO3)c(SCC(=O)Nc3ccccc3OC)nc2c1 (configuration not stated)
(33) O=C(CCN1C(=O)/C(=C/c2cccc(Br)c2)SC1=S)Nc1cccnc1
(34) COC(=O)c1nc2ccc(C)cn2c1F
(35) C#CCOC(=O)Nc1ccc(=O)n(Cc2c(Cl)cccc2Cl)c1
(36) CCOc1ccc(N2C(=O)CC(NC3CCN(C(=O)c4cccc(Cl)c4)CC3)C2=O)cc1 (configuration not stated)
(37) Cc1cccc(NC(=O)C(Cc2ccccc2)n2cccc2)c1 (configuration not stated)
(38) CN(C)CCCN(C(=O)COc1ccccc1)c1nc2cc3c(cc2s1)OCO3
(39) CCC(=O)N1CCc2cc(S(=O)(=O)CCC(=O)Nc3ccc(C)cn3)ccc21
(40) CC(=O)c1ccc(S(=O)(=O)N2Cc3ccccc3CC2C(=O)O)cc1 (configuration not stated)

Assay by compound | 31 | 32 | 33 | 34 | 35 | 36 | 37 | 38 | 39 | 40
MEKK3 PB1 HTS | 101 | 100 | 98 | 103 | 101 | 99 | 95 | 101 | 93 | 102
OXTR agonist | -2.0 | -1.0 | 0.4 | 0.4 | 4.0 | -0.2 | -0.7 | 5.5 | -0.3 | 1.2
NALP1 inh | 2 | 2 | 8 | -8 | 17 | 11 | · | 26 | -6 | 10
GPR7 antag | -9 | 10 | -7 | 1 | -6 | -1 | -7 | 14 | 5 | -7
MEKK2 mut-MEK5 | -1 | 0 | -5 | 0 | 3 | 6 | -3 | 13 | -5 | 3
MEKK2 WT-MEK5 | 101 | 91 | 92 | 103 | 100 | 104 | 92 | 118 | 92 | 101
GalR3 antagonist | -1 | -2 | -6 | 4 | -4 | -3 | 10 | -2 | -5 | -5
PHOSPHO1 block | 8 | 0 | -19 | -12 | 19 | -2 | 37 | 23 | 25 | 16
V1aR counter | -1.4 | -1.8 | 0.8 | -0.1 | 2.3 | -0.2 | -0.7 | 6.4 | -0.4 | 0.0

Four records picked at random from those above, as already listed:
(37) Cc1cccc(NC(=O)C(Cc2ccccc2)n2cccc2)c1 (configuration not stated)
(32) COC(=O)c1ccc2c(=O)n(CC3CCCO3)c(SCC(=O)Nc3ccccc3OC)nc2c1 (configuration not stated)
(31) CCOC(=O)c1csc(-n2nc(C)cc2C(F)(F)F)n1
(39) CCC(=O)N1CCc2cc(S(=O)(=O)CCC(=O)Nc3ccc(C)cn3)ccc21

Assay by compound | 37 | 32 | 31 | 39
MEKK3 PB1 HTS | 95 | 100 | 101 | 93
OXTR agonist | -0.7 | -1.0 | -2.0 | -0.3
NALP1 inh | · | 2 | 2 | -6
GPR7 antag | -7 | 10 | -9 | 5
MEKK2 mut-MEK5 | -3 | 0 | -1 | -5
MEKK2 WT-MEK5 | 92 | 91 | 101 | 92
GalR3 antagonist | 10 | -2 | -1 | -5
PHOSPHO1 block | 37 | 0 | 8 | 25
V1aR counter | -0.7 | -1.8 | -1.4 | -0.4

More records follow:
(41) Cc1c(Cl)cccc1NC(=O)C1CCCN(S(C)(=O)=O)C1 (configuration not stated)
(42) Cc1csc(NC(=O)COCC(=O)O)c1-c1nc2ccccc2s1
(43) COCCCN1C(=O)C(=O)/C(=C(/O)c2ccc(S(=O)(=O)N3CCCCC3)cc2)C1c1ccc(O)cc1 (configuration not stated)
(44) CCn1c(SCC(=O)Nc2ccc3c(c2)OCO3)nc2ccccc21
(45) O=C(O)CN1C(=O)/C(=C\c2cc([N+](=O)[O-])ccc2OCc2ccccc2Cl)SC1=S
(46) COc1cc(/C=C/C(=O)OCC(=O)N2CCCCCC2)ccc1OCC#N
(47) COc1ccc(N2CCN(C(=O)C3CC(O)CN3S(=O)(=O)c3ccc([N+](=O)[O-])cc3)CC2)cc1 (configuration not stated)
(48) CC1(C)CC2CC(C)(CN2C(=O)COC(=O)Cn2[nH]c(=O)c3ccccc3c2=O)C1 (configuration not stated)
(49) CCC(C)NS(=O)(=O)c1ccc(NC(=O)c2cccs2)cc1 (configuration not stated)
(50) O=C(c1ccc(Br)o1)N1CCN(c2ccccc2F)CC1
(51) Cc1nn(CCC(N)=S)c2nc(-c3cccs3)cc(C(F)(F)F)c12

Assay by compound | 41 | 42 | 43 | 44 | 45 | 46 | 47 | 48 | 49 | 50 | 51
MEKK3 PB1 HTS | 102 | 100 | 100 | 97 | 105 | 100 | 97 | 98 | 98 | 77 | 151*
OXTR agonist | · | 1.1 | -0.3 | -0.2 | 0.4 | 0.3 | 0.7 | 3.1 | 0.7 | -0.3 | 1.1
NALP1 inh | -6 | · | 1 | 10 | 3 | 16 | 24 | -5 | 1 | · | 24
GPR7 antag | -7 | -4 | 0 | -9 | -20 | -4 | -5 | 3 | -7 | 1 | -11
MEKK2 mut-MEK5 | 4 | 0 | 3 | -1 | -2 | -11 | -2 | 2 | -6 | -10 | 0
MEKK2 WT-MEK5 | 98 | 94 | 100 | 100 | 100 | 86 | 96 | 99 | 102 | 77 | 104
GalR3 antagonist | -3 | 0 | -5 | -6 | -5 | -5 | -6 | -2 | -5 | -3 | -7
PHOSPHO1 block | 30 | 23 | 10 | -13 | 22 | -10 | 5 | 26 | -20 | -4 | -5
V1aR counter | · | 0.3 | 0.2 | 0.0 | -0.5 | 0.8 | -0.1 | -0.1 | 1.5 | -0.4 | 0.8

Compound activity deposited in PubChem by several laboratories.
